Bioassay records (PubChem)
Kir21 inh: inhibitors of mouse Kir2.1 inward-rectifier potassium channel; HEK293-Kir2.1, FluxOR thallium flux fluorescence; active compounds read low; hit rate 0.85% among 310,000; B-score at 10 µM; Inward rectifier potassium channel 2 (Mus musculus), P35561;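 active = fluorescence ratio B-score at or below minus 3 SD of library scores, with starting-brightness B-score within 2 SD, cut at about -4.2 in these data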;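 note: channel flux triggered by added potassium and thallium sulfate stimulus; B-score of peak minus minimum fluorescence over baseline after thallium stimulus; more negative B-score means stronger Kir2.1 block with less thallium influx; some compounds called inactive have numbers as strong as hits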
Target sequence (P35561 whole entry, looked up): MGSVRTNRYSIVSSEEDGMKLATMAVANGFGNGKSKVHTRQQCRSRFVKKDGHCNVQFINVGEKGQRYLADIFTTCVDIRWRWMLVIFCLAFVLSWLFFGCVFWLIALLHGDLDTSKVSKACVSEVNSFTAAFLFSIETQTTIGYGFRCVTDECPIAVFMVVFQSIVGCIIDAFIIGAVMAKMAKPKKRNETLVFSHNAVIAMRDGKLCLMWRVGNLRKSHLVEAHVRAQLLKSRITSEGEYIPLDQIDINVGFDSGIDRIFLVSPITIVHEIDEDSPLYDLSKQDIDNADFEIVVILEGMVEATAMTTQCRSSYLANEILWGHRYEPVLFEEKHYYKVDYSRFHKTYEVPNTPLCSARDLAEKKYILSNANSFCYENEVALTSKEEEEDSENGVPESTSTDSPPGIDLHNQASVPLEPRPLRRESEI
KCNQ2 inh: KCNQ2 potassium channel inhibitors, primary screen, cell-based, CHO-K1, FluxOR thallium flux, B-score (AID 2156) | Potassium voltage-gated channel subfamily KQT member 2 (Rattus norvegicus), O88943 | 20 min; active compounds read low | B-score at 10 µM | hit rate 1.1% among 310,000;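 active = fluorescence ratio B-score at most minus 3 library SDs, with starting brightness B-score within 2 library SDs, cut at about -5.5 in these data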
An asterisk follows results filed as active; i = inactive.

Start of the data: the first two entries, ahead of the listing:
SMILES | Kir21 inh | KCNQ2 inh
CCOC(=O)c1[nH]c(C)c(C(=O)OCCN2C(=O)c3ccccc3C2=O)c1C | -1.5 | i
CCc1ccc(NC(=O)Cc2ccc(-n3cccc3)cc2)cc1 | -0.13 | i

The listing, from the first entry:
SMILES | Kir21 inh | KCNQ2 inh
CCOC(=O)c1[nH]c(C)c(C(=O)OCCN2C(=O)c3ccccc3C2=O)c1C | -1.5 | i
CCc1ccc(NC(=O)Cc2ccc(-n3cccc3)cc2)cc1 | -0.13 | i
Cc1ccc(N(CC(O)CN2CCCC2)S(=O)(=O)c2ccc(C)cc2)cc1 (stereo not given) | -1.9 | i
Cc1ccc(S(=O)(=O)N(C)c2ccc(OC(=O)c3ccc(N4CCCC4=O)cc3)cc2)cc1 | 0.04 | i
Cc1cccc(/C=C2\Sc3ccc(C(=O)NCC4CCCO4)cc3N(C)C2=O)c1 (stereo not given) | -0.69 | i
Cc1nc(-c2ccc(Cl)cc2)sc1C(=O)NNC(=O)C(C)C | 0.03 | i
O=C(NCc1ccc(Cl)cc1)N1CCOCC1 | 0.04 | i
O=C(Nc1ccccc1Cl)O/N=C(/c1ccccc1)c1ccccn1 | 1.6 | i
Oc1[nH]c2ccccc2c1N=Nc1cccc(Cl)c1 | 2.1 | i
O=C(Nc1ccc2nsnc2c1)C1CC1 | -0.05 | i
CCC(C)NC(=O)c1nn(C)c(=O)c2ccccc12 (stereo not given) | -2 | i
COc1cc(/C=N/n2c(-c3cc(C)[nH]n3)n[nH]c2=S)cc(OC)c1O | -0.37 | i
CC(C)N(Cc1ccccc1)C(=S)NCc1ccccc1 | -4.2* | i
O=C1CC(NS(=O)(=O)c2ccc([N+](=O)[O-])cc2)CN1c1cccc(F)c1 (stereo not given) | 1.4 | i
Cc1ccc2c(c1)N(C(=O)CCC(=O)N1CCN(c3cccc(C)c3C)CC1)CCO2 | 0.83 | -5.7*
CCOc1ccccc1NC(=O)c1cc(CC(C)C)oc1C | -0.33 | -6.2*
COc1ccc(NC(=S)NNC(=O)c2nnn(-c3ccccc3)c2C)cc1 | 0.1 | i
O=C(OCc1ccccc1)c1ccc2c(c1)-c1ccccc1C2=O | 0.36 | i
Cc1ccc(NC(=O)Cn2nc(C(=O)Nc3ccc(C)cc3)ccc2=O)cc1 | -0.01 | i
CCOC(=O)CSc1nnc(-c2ccco2)n1C | 0.55 | i
CCCC(c1nnnn1Cc1ccco1)N1CCC(C(N)=O)CC1 (stereo not given) | 0.59 | i
Oc1ccc(/C=N/Nc2cccc3cccnc23)c(O)c1 | -0.33 | i
COc1cc(-c2nnc(SCC#CCO)o2)cc(OC)c1OC | 0 | i
CC(=O)Nc1ccc(S(=O)(=O)C(C#N)c2nc3ccccc3nc2NCCCO)cc1 (stereo not given) | 0.07 | i
COc1cc(/C=C(\C#N)C(=O)Nc2cccc(C(=O)O)c2)ccc1OCc1ccc(F)cc1 | 0.06 | i

Looked up one by one from the list above:
SMILES | Kir21 inh | KCNQ2 inh
Cc1ccc(S(=O)(=O)N(C)c2ccc(OC(=O)c3ccc(N4CCCC4=O)cc3)cc2)cc1 | 0.04 | i
COc1cc(/C=N/n2c(-c3cc(C)[nH]n3)n[nH]c2=S)cc(OC)c1O | -0.37 | i
CCOC(=O)c1[nH]c(C)c(C(=O)OCCN2C(=O)c3ccccc3C2=O)c1C | -1.5 | i

Continued:
SMILES | Kir21 inh | KCNQ2 inh
COc1ccccc1CNC(=O)C(NS(=O)(=O)c1ccc2c(c1)OCCO2)C(C)C (stereo not given) | 0.4 | i
CC(OC(=O)C1CCN(S(=O)(=O)c2ccccc2)CC1)C(=O)Nc1ncc(Cl)cc1Cl (stereo not given) | 0.7 | i
O=C(c1cc(Br)c(Br)s1)N1CCOCC1 | 1.2 | i
CCn1c(C(Cc2ccccc2)NC(=O)COC)nc2ccccc21 (stereo not given) | -2.3 | i
Cc1ccc(-c2nc3ccccc3[nH]2)cc1NC(=O)/C=C/c1ccco1 | 0.74 | i
CCOC(=O)c1nc2sc3c(c2c(=O)[nH]1)CCC(C)C3 (stereo not given) | 2.3 | i
O=C(O)COc1c(-c2ccc(Cl)cc2)oc2ccccc2c1=O | -3.7 | i
Cc1cc(=O)oc2cc(OCC(=O)N3CCOCC3)ccc12 | 0.24 | i
CC12C=CC(=O)C=C1CCC1C3CCC(O)(C(=O)CO)C3(C)CC3OC312 (stereo not given) | -0.04 | i
Cc1cccc(N(CC(=O)NCc2ccc3c(c2)OCO3)C(=O)CCC(=O)Nc2ccccn2)c1C | 0.75 | i
O=C(NC(=O)c1ccccc1)Nc1cccc(S(=O)(=O)N2CCCCC2)c1 | -0.08 | i
O=C(Nc1nc2c(F)cccc2s1)c1ccc([N+](=O)[O-])o1 | 0.73 | i
O=C(COc1ccccc1)NNC(=O)COc1ccc([N+](=O)[O-])cc1 | -0.31 | i
COc1ccc(COC(=O)N/N=C(\C)CC(=O)Nc2ccc(Cl)cc2)cc1 | 0.16 | i
CCCc1nc(SCC(=O)N2CCCc3ccccc32)c2c(=O)n(C)c(=O)n(C)c2n1 | -0.7 | i
c1cncc(CN=C2Nc3ccccc3CS2)c1 | -0.75 | i
Cc1ccc2ccc(C)[n+](CCCS(=O)(=O)[O-])c2c1 | -0.78 | i
CCOC(=O)Cc1c(C)nc2cc(C)nn2c1C | 0.28 | i
COc1cc2c(cc1NC(=O)CSc1ccccc1)oc1ccccc12 | -0.66 | i
COc1ccc2oc(C(=O)OCC(=O)N3CCCCC3)c(C)c2c1 | 0.61 | i
C[C@H]1CCC(=O)N([C@H](COc2ccccc2)Cc2ccccc2)CC1 | -2.1 | i
O=C(CC1SC(=Nc2ccc(O)cc2)NC1=O)Nc1ccccc1 (stereo not given) | 0.89 | i
N#CCC(=O)NNc1c([N+](=O)[O-])cc(C(F)(F)F)cc1[N+](=O)[O-] | -0.35 | i
COC(=O)c1ccc(NS(=O)(=O)c2ccc(-c3cc(C)no3)s2)cc1 | -0.66 | i
CCOc1ccc(CNCc2ccccc2Cl)cc1 | 1.6 | i

(continued)
SMILES | Kir21 inh | KCNQ2 inh
Cc1cc(C)c(OCCCn2ccnc2)c(C)c1 | -1.9 | i
Cc1csc(NC(=O)c2cccc([N+](=O)[O-])c2C(=O)O)n1 | 0.12 | i
CC(Oc1ccccc1)C(=O)NC1C(=O)N2C1SC(C)(C)C2C(=O)O (stereo not given) | 1.8 | i
CCCC(=O)N(Cc1cc(=O)[nH]c2ccccc12)c1ccccc1OC | -0.07 | i
Cc1coc2c(C)c3oc(=O)c(CCC(=O)NCCCn4ccnc4)c(C)c3cc12 | -0.76 | i
Fc1ccc(F)c(NC2=NCCCCC2)c1 | -0.82 | i
CSc1ccccc1Nc1ncnc(N)n1 | 0.16 | i
O=C(COc1cc(F)ccc1[N+](=O)[O-])Nc1ccc(N2CCCCC2)cc1 | -0.96 | i
C[C@H]1CCC[C@]2(CC(=O)c3cc(F)ccc3O2)C1 | -0.69 | i
Cc1ccc(S(=O)(=O)NC2(C(F)(F)F)NC(=O)N(c3ccccc3F)C2=O)cc1 (stereo not given) | -1.5 | i
CN(C)c1ccc(NC(=O)CC(NCc2ccccn2)C(=O)O)cc1 (stereo not given) | 0.39 | i
CCOC(=O)c1cnn(-c2nc3c(C)cccc3s2)c1C | 1 | i
N#CCc1nc2n(n1)Cc1ccccc1-2 | 0.08 | i
CCN(CC(=O)NCc1ccc(Cl)cc1)C(=O)COc1ccc(Cl)cc1Br | 0.61 | i
CC/C(=N\NC(=O)CSCc1ccc(Cl)cc1)c1ccc2c(c1)OCCO2 | -0.49 | i
O=C(Cn1nnc(-c2cccc(C(F)(F)F)c2)n1)NC1CCCC1 | -0.11 | i
CCOc1ccc(OCC(=O)OCC(=O)N(CC(C)C)c2c(N)n(Cc3ccccc3)c(=O)[nH]c2=O)cc1 | 0.18 | i
O=C(CSc1nnc(-c2ccncc2)n1C1CCCCC1)Nc1cccc(O)c1 | -0.28 | i
O=C(CCCl)Nc1cc(SCCO)cc([N+](=O)[O-])c1 | 0.56 | i
Clc1ccc(OCCCn2cncn2)cc1Cl | -1 | i
O=C1NCCCC2c3c(cc(Br)c(O)c3Br)OC12N1CCOCC1 (stereo not given) | 1.6 | i
CCc1nc2ccc(C(=O)NCCc3ccc(OC)cc3)cc2nc1CC | -1.5 | i
CCCc1nc(N2CCOCC2)c(C#N)c2c1CCCC2 | -1.9 | i
COC(=O)c1cn[nH]c1NC(=S)Nc1ccc(C)cc1Cl | 1.2 | i
Cc1cnc(CN2CCc3c([nH]c4ccccc34)C2C2CCCCC2)[nH]1 (stereo not given) | -4 | i

The last 2 compounds of the section above come first, to join the parts.
SMILES | Kir21 inh | KCNQ2 inh
COC(=O)c1cn[nH]c1NC(=S)Nc1ccc(C)cc1Cl | 1.2 | i
Cc1cnc(CN2CCc3c([nH]c4ccccc34)C2C2CCCCC2)[nH]1 (stereo not given) | -4 | i
CC(C)(C)CC(=O)Nc1cc2c3c(c1)CCN3C(=O)CC2 | 1.5 | i
CCC(C)c1ccccc1NC(=S)NC(=O)c1ccco1 (stereo not given) | -1.2 | i
O=S(=O)(c1ccc(S(=O)(=O)N(Cc2ccccc2)Cc2ccco2)cc1)N1CCCC1 | -0.07 | i
CC1(C)CC(=O)C2=C(C1)c1c(ccc3ccccc13)NC2c1ccc(C(=O)O)cc1 (stereo not given) | -0.97 | i
CCN1C(=O)C(O)(CC(=O)c2ccccn2)c2ccccc21 (stereo not given) | -2.8 | i
O=C(O)CCC(=O)Nc1ccccc1C(=O)NCc1ccco1 | 1.1 | i
CC(=O)Cc1nsc(NC(=O)c2cn(-c3ccccc3)nc2-c2ccc(Br)cc2)n1 | -0.12 | i
CCOc1ccc(/C(=N\O)C(C)NO)cc1 (stereo not given) | -1.2 | i
O=C(NCCC1=CCCCC1)C(=O)c1c[nH]c2ccccc12 | 0.09 | i
c1ccc2oc(C3=NNC(=NC4CC4)SC3)cc2c1 | -1.9 | i
CCCCOC(=O)CSc1nc2ccccc2o1 | 2.6 | i
O=C(CCn1c(=O)c2cccn2c2ccc(F)cc21)NCCc1ccccc1 | -0.25 | i
Cc1nn2c(nc(N3CCOCC3)c3ccccc32)c1C=C(C#N)C#N | -0.22 | i
CCCn1c(N)c(C(=O)CN2CCc3ccccc3C2)c(=O)n(C)c1=O | -0.61 | i
CCC1CCCCN1CCCNC(=O)Cn1c(=O)c2cccn2c2cccnc21 (stereo not given) | 0 | i
CC(=O)c1cccc(NC(=O)c2ccc(N(Cc3ccccc3C)S(C)(=O)=O)cc2)c1 | -0.08 | i
Cn1cc(Cl)c(C(=O)OCC(=O)Nc2ccccc2)n1 | -0.17 | i
CCc1cccc(NC(=O)CN(C)S(=O)(=O)c2cccc3nsnc23)c1 | -0.51 | i
CCOC(=O)c1c(CC(C)C)csc1/N=C/C1=C(O)CCCC1=O | 0.72 | i
CCc1nc2ccccc2c(C(=O)Nc2ccc(C)cc2)c1C | -0.79 | i
CC(=O)c1ccc(N2CCN(c3ccnc4cc(Cl)ccc34)CC2)cc1 | 2 | i
O=C(CCC1CCCCC1)NCCS(=O)(=O)N1CCN(c2ccc(F)cc2)CC1 | 1.2 | i
CCCC(=O)N(CCN1CCOCC1)c1nc2c(OCC)cccc2s1 | 0.7 | i
Cc1ccnc2nc(C(=O)Nc3nnc(CC(C)C)s3)nn12 | 0.85 | i
COc1ccc(OC)c(S(=O)(=O)N2CCC(C(=O)NC3CCCCCC3)CC2)c1 | 0.29 | i

Entries from the list above that have a CF3 group (3):
SMILES | Kir21 inh | KCNQ2 inh
N#CCC(=O)NNc1c([N+](=O)[O-])cc(C(F)(F)F)cc1[N+](=O)[O-] | -0.35 | i
Cc1ccc(S(=O)(=O)NC2(C(F)(F)F)NC(=O)N(c3ccccc3F)C2=O)cc1 (stereo not given) | -1.5 | i
O=C(Cn1nnc(-c2cccc(C(F)(F)F)c2)n1)NC1CCCC1 | -0.11 | i

Remaining list, next part.
SMILES | Kir21 inh | KCNQ2 inh
CCC(C)NC(=O)Cn1c(=O)n(CCCC(=O)NCc2ccccc2Cl)c(=O)c2ccccc21 (stereo not given) | -1.1 | i
Cc1cc(C)nc(CCNC(=O)c2cc(COc3c(C)cccc3C)on2)n1 | 1 | i
COc1ccc(CNC(=O)c2ccc(NC(=O)C3CCCO3)cc2)cc1 (stereo not given) | 1.1 | i
Cc1ccc(C(=O)Nc2ccccc2C(=O)NCc2ccco2)cc1S(=O)(=O)N1CCCCC1 | -0.55 | i
CCCCOC(=O)c1ccc(NC(=O)C(CCS(C)(=O)=O)NC(C)=O)cc1 (stereo not given) | -0.35 | i
CCn1c(=O)c(C(=O)Nn2c(C)nc3ccccc3c2=O)c(O)c2ccccc21 | 2 | i
COc1ccccc1CCn1cc(C#N)c(=O)[nH]c1=O | 0.19 | i
Cn1c(=O)c2[nH]cnc2n(C)c1=O | 0.7 | i
CCOC(=O)N1CCN(C(=O)CN(c2ccc3c(c2)OCO3)S(C)(=O)=O)CC1 | -0.76 | i
O=C(NNC(=O)c1cccnc1)Nc1ccc([N+](=O)[O-])cc1 | -0.66 | i
CC(C)OC(=O)/C(C#N)=C/c1cn(Cc2ccccc2)c2ccccc12 | 0.63 | i
CCC(SC1=N/C(=C/c2ccccc2)C(=O)N1c1ccccc1)C(=O)Nc1cc(C)on1 (stereo not given) | -2.9 | i
O=C1CC(N2CCN(Cc3ccccc3)CC2)C(=O)N1CCc1ccccc1 (stereo not given) | -0.73 | i
Cc1ccc(-c2noc(CN(C(=O)C34CC5CC(CC(C5)C3)C4)C(C)C)n2)cc1 | 0.07 | i
Cc1ccc2oc3c(c(=O)c2c1)C(c1cccs1)N(CCCN(C)C)C3=O (stereo not given) | -0.02 | i
CC(C)n1c(SCC(=O)Nc2ccccc2N2CCCCC2)nc2c1c(=O)n(C)c(=O)n2C | -0.53 | i
C=CCn1c(-c2cccn(Cc3ccc(Cl)cc3Cl)c2=O)n[nH]c1=S | 0.81 | i
O=C(Nc1ccc(Cl)c(Cl)c1)c1ccc(Cn2cc(Cl)cn2)cc1 | -1.7 | i
